# High-throughput results deposited in PubChem by Sanford-Burnham Center for Chemical Genomics.
# NadD block = blocks S. aureus nicotinate mononucleotide adenylyltransferase | actives 0.78% (n = 360,000) | inhibition, % at 20 µM | AID 602399 | purified NadD enzyme, colorimetric absorbance read-out; in the data active = inhibition above about 26%; note: some compounds past the cut are filed as inactive
# CendR NRP1 mod = NRP-1/CendR interaction modulation; actives 0.85% (n = 360,000); inhibition, % at 25 µM; O14786; FAM-RPARPAR peptide binding to NRP-1, fluorescence polarization; AID 602438;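 active = inhibition or corrected inhibition above about 18%, plus a signal ratio from 0.5 to 1.5, limit read from the data, passing the limit was not always enough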; note: strong numbers were not always called active
# SKN-1 block = inhibitors of C. elegans SKN-1; C. elegans VP596 Pgst-4::GFP/RFP ratio, acrylamide-induced, 24 h; AID 624304; actives 0.49% (n = 360,000); inhibition, % at 21.8 µM;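 active = interference check ratio from 0.5 to 1.5 plus GFP to RFP signal ratio inhibition reaching or exceeding a fixed threshold, cut at about 30% in these data, passing the limit was not always enough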; note: some compounds called inactive have numbers as strong as hits
# LMPTP block = blocks human LMPTP phosphatase. inhibition, % at 20 µM. actives 0.22% (n = 360,000). recombinant LMPTP-A, OMFP fluorogenic substrate, fluorescence intensity. AID 651560;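 active = compounds that cut the enzyme signal by at least half of the control window in the single-dose screen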;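 note: plate controls were DMSO wells with enzyme plus substrate for no effect and substrate without enzyme for full effect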
# Target sequence (P24666 whole entry, looked up): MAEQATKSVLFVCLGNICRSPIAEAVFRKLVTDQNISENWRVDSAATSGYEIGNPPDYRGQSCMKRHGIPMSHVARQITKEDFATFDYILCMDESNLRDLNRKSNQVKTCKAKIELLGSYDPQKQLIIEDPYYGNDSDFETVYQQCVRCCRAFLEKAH
#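 Buffer or medium: Bis-Tris pH 6.0, DTT, detergent; Assay system: LMPTP-A enzyme; Quantity: 0.625 nM enzyme; Detection: endpoint fluorescence intensity; Times: 50 min dark incubation at room temperature; Controls: substrate-only low control, DMSO enzyme-plus-substrate high control; Doses: single 20 µM dose; Read-out: percent inhibition versus substrate-only and uninhibited controls; Reagent: 400 µM OMFP.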
# DNMT1 inh = inhibitors of human DNMT1; DNMT1 molecular beacon, Hinp1I cleavage, fluorescence; inhibition (reported as % activation of signal), % at 10 µM; actives 0.83% (n = 360,000); in the data active = inhibition above about 50%
# SUMO1-SIM PPI = alters human SUMO1 binding to SIM partners; AID 602429; inhibition, % at 20 µM; SUMO1 binding to a labelled peptide, TR-FRET, 1 h; actives 0.33% (n = 360,000); in the data active = inhibition above about 37%
# Target sequence (P63165 whole entry, looked up): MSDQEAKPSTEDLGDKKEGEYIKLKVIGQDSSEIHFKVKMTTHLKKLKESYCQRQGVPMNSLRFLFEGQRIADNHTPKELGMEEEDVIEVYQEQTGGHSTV
# Rpn11 block = blocks the human proteasome subunit Rpn11; O00487; human 26S proteasome, Ub4-pepOG fluorescence polarization; 20S core pre-blocked with epoxomicin; calls only at 20 µM; actives 0.59% (n = 360,000); AID 588493;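 active = inhibition at 20 µM, scaled to each plate's controls, above about 33%, limit read from the data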
# Target sequence (O00487 whole entry, looked up): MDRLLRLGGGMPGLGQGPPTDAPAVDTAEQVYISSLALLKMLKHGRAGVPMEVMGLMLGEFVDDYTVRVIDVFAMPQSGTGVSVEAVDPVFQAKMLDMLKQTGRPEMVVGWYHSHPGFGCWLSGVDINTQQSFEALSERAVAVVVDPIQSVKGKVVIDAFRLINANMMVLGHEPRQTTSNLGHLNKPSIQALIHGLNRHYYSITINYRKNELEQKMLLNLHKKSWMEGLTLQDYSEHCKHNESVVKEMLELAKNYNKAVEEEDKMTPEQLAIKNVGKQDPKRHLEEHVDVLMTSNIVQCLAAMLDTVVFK
# MT1-MMP act inh = MT1-MMP (human) activation inhibition; HT1080 RFP-PRO-GFP cells, GFP/RFP ratio fluorescence, overnight; percent of plate control window, DMSO zero; GFP/RFP ratio change, % at 20 µM; actives 0.061% (n = 360,000);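 active = GFP/RFP ratio change of at least 30% with cell ATP level not reduced by more than half and red fluorescence within 50% of control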; note: strong numbers were not always called active
#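 Assay system: RFP-PRO-GFP reporter HT1080 cells; read-out basis: GFP/RFP fluorescence ratio; benchmarks: DMSO wells and RFP-L50D-GFP cells; doses: 20 µM single dose, 1% DMSO; schedule: overnight cell settling, then overnight compound exposure, 37 °C, 5% CO2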
# Scp-1 inhibitor = blocks human Scp-1 phosphatase activity. actives 0.88% (n = 340,000). inhibition, % at 20 µM. Q9GZU7. Recombinant Scp1, phosphopeptide, malachite green phosphate absorbance;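 active = inhibition above about 50% at 20 µM, limit read from the data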;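 note: plate controls were DMSO wells with enzyme for no effect and wells lacking enzyme for full effect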
# Target sequence (Q9GZU7 76-261 limits assumed): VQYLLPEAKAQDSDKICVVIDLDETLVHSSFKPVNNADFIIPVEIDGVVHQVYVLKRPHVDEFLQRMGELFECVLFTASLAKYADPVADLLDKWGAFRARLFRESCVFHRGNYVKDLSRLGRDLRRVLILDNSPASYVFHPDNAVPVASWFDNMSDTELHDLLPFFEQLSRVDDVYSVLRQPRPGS
#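 System: SCP-1 catalytic domain; Reagent: Phospho 17-mer peptide substrate; Doses: one concentration, 20 µM, with 1.0% DMSO; Incubation: 45 min room-temperature reaction, 5 min colour, 30 min stabiliser; Signal: Phosphate-binding colour reagent, absorbance read at 630 nm.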
# STEP block = STEP (human) phosphatase inhibition; P54829; recombinant STEP, OMFP fluorogenic substrate, fluorescence; inhibition, % at 20 µM; actives 0.25% (n = 360,000); AID 588621;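 active = inhibition at 20 µM, scaled per plate between control wells, above about 37%, limit read from the data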;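 note: 0% = DMSO with enzyme and substrate and 100% = substrate only without enzyme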
#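 Material: STEP (striatal-enriched tyrosine phosphatase) enzyme, cell-free | Medium: 50 mM Bis-Tris pH 6.0 with 2.5 mM DTT and 0.005% Tween 20 | Read-out: Percent inhibition scaled to no-enzyme and uninhibited-enzyme controls, plate-pattern corrected | Signal: Fluorescence read at 480 nm ex / 540 nm em | Times: 20 min reaction, room temperature, in the dark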
# The depositor's hits bear a star; i = inactive; / = not tested or not shown; + = active, no number.
molecule	NadD block	CendR NRP1 mod	SKN-1 block	LMPTP block	DNMT1 inh	SUMO1-SIM PPI	Rpn11 block	MT1-MMP act inh	Scp-1 inhibitor	STEP block
CCc1cc(C(=O)O)c(NC(=O)c2cc(OC)c(OC)c(OC)c2)s1	-1	-2	-4	1.9	-4	3	i	21	-10	0
CC(C)c1ccc(NC2=CC(=O)CC(C)(C)C2)cc1	-8	6	-9	-0.3	0	4	i	2	13	2
c1ccc2c(c1)CCc1snnc1-2	2	8	11	-2.0	3	1	i	-2	-2	0
CCOc1ncccc1C(=O)OCC(=O)NC1CCCCCC1	-4	7	16	-0.2	0	-1	i	0	-13	-2
O=C(NNC1=C(C(=O)C(F)(F)F)CCC1)c1ccc(Cl)cc1	8	-2	-3	-0.1	4	-3	i	9	-8	14
O=C1CCC(C(=O)OCc2c(Cl)cccc2Cl)N1 (stereo not drawn)	-1	4	2	-0.7	5	4	i	-55	-4	3
O=C(COC(=O)c1ccc(F)c(S(=O)(=O)N2CCOCC2)c1)NCc1ccco1	2	9	7	-0.5	1	-3	i	-1	5	-1
CCOc1ccc(NC(=O)CN(C)C(=O)c2c(-c3ccccc3)noc2C)cc1OCC	-6	36	3	0.2	-2	2	i	1	-15	0
COc1ccc(C(=O)Oc2cccc3cccnc23)cc1[N+](=O)[O-]	1	-1	-17	0.5	-5	-20	i	3	-9	0
CCCc1cc(=O)[nH]c(SCC(=O)c2ccc3c(c2)NC(=O)CO3)n1	3	3	-6	3.2	2	4	i	1	-1	2

# New compounds follow:
molecule	NadD block	CendR NRP1 mod	SKN-1 block	LMPTP block	DNMT1 inh	SUMO1-SIM PPI	Rpn11 block	MT1-MMP act inh	Scp-1 inhibitor	STEP block
CC1(C)CC2CC(C)(CN2C(=S)Nc2ccccc2)C1 (stereo not drawn)	3	-6	3	0.0	4	1	i	0	-6	2
COC(=O)COC(=O)CC(CC(N)=O)c1ccccc1 (stereo not drawn)	-6	8	-19	-2.5	5	-2	i	3	-13	-3
Cn1c(NC(=O)c2ccco2)c(-c2ccccc2Cl)c(=O)c2ccccc21	-1	1	8	-0.6	2	2	i	2	-2	0
COc1ccccc1C(=O)Nc1ccc(C)c(S(=O)(=O)N2CCCCC2)c1	-4	6	-13	1.3	-1	-1	i	-1	-10	-2
CN(c1ccccc1C(=O)Nc1cccc(Cl)c1Cl)S(C)(=O)=O	6	-1	-27	-0.7	1	1	i	-6	-7	-3
CCOC(=O)/C(C#N)=C1/C=CN(Cc2ccccc2)C=N1	12	-10	10	-0.9	5	-7	i	1	-7	-2
CC(C)(C)OC(=O)N1CCN(C(=O)c2ncn3c2c(=O)[nH]c2ccccc23)CC1	2	-2	6	1.0	5	3	i	0	/	-2
O=C(NNC(=O)c1ccc2ccccc2c1O)NC1CCCCC1	-12	2	-3	0.3	-10	-4	i	4	-6	0
CCCN(C(=O)c1cc(S(=O)(=O)N2CCCCC2)ccc1Cl)C1CCS(=O)(=O)C1 (stereo not drawn)	3	8	-1	-0.7	0	-1	i	-10	-2	2
O=C(Nc1cccc(Cl)c1N1CCCC1)c1cc2ccccc2o1	4	-3	21	4.5	2	-2	i	-6	-10	8

# Additional results:
molecule	NadD block	CendR NRP1 mod	SKN-1 block	LMPTP block	DNMT1 inh	SUMO1-SIM PPI	Rpn11 block	MT1-MMP act inh	Scp-1 inhibitor	STEP block
Cc1cccc(Nc2nc3c(S(=O)(=O)c4ccccc4)nnn3c3ccccc23)c1C	15	-3	5	0.4	20	16	i	6	-6	1
CN(C)CCCOC(=O)N1c2ccccc2C=Cc2ccccc21	-10	14	-5	-1.2	0	-3	i	-2	5	-2
COC(=O)c1ccccc1NC=C1C(=O)OC2(CCCCC2)OC1=O	-1	5	13	-0.3	-2	-2	i	-4	-10	-4
N#C/C(=C\c1cn(CC(=O)O)c2ccccc12)C(=O)NCc1ccccc1	4	-10	-7	-1.0	3	-23	i	-4	24	-3
N#Cc1cnn(-c2cccc(Cl)c2)c1-n1cccc1	-4	-2	7	1.4	-1	0	i	-5	-10	1
Cc1nc(SCC(=O)N2CCCCCC2)[nH]c(=O)c1C	-2	9	1	-1.0	1	5	i	5	-7	1
Cc1cc(=O)[nH]c(SCC(=O)Nc2nc3c(s2)CCCC3)n1	-1	-11	8	1.3	-6	5	i	-1	-7	3
COc1ccccc1C(=O)Nc1ccc(N2CCN(C(C)=O)CC2)cc1	0	-2	6	-0.8	4	3	i	2	-1	-1
CC1C(c2ccccc2)C(C#N)(C#N)C2(C#N)C(=O)NC1(N)C2C (stereo not drawn)	-1	2	-19	-1.0	-3	-4	i	-4	-13	-1
CCOC(=O)Nc1ccc2c(c1)N(C(=O)CCN(CC)CC)c1ccccc1CC2	-2	1	0	-0.4	-1	-2	i	-5	-4	1

# (next part)
molecule	NadD block	CendR NRP1 mod	SKN-1 block	LMPTP block	DNMT1 inh	SUMO1-SIM PPI	Rpn11 block	MT1-MMP act inh	Scp-1 inhibitor	STEP block
CCc1ccc2nc(N3C(=O)C(O)=C(C(=O)c4ccco4)C3c3cccs3)sc2c1 (stereo not drawn)	17	-43	5	14	25	-3	+	-1	1	9
Cc1cc(N2C(=O)C(O)=C(C(=O)c3ccco3)C2c2ccccc2F)no1 (stereo not drawn)	4	-2	-6	-0.3	3	-10	i	2	4	-1
CC(=O)NCCNC(=O)c1cccc(NS(=O)(=O)c2ccc3c(c2)OCCO3)c1	0	6	2	0.0	0	4	i	1	-17	0
Cc1ccc(-n2c(C)cc(/C=N/NC(=O)CC3(C)OCCO3)c2C)cc1	0	-1	15	0.3	-15	-2	i	0	-2	-1
O=S(=O)(Nc1ccc2nc(C(F)(F)F)[nH]c2c1)c1ccccc1	-2	6	-1	-1.1	3	4	i	-9	22	-1
O=C(COC(=O)c1ccc(F)c(S(=O)(=O)N2CCOCC2)c1)c1ccccc1	4	-2	-5	0.3	1	4	i	-3	-5	0
COc1ccccc1Nc1nnc(SCC(=O)N2CCCC2=O)s1	2	-1	14	0.3	0	-6	i	6	-4	0
CC(C)=CCN1CCN(Cc2cccc3nonc23)CC1CCO (stereo not drawn)	-2	4	0	-0.2	0	-14	i	4	5	-2
O=C(CNS(=O)(=O)c1ccccc1)Nc1ccc(C(F)(F)F)cc1	-4	-8	-4	1.1	0	0	i	14	-4	0
CC(C)(C)c1ccc(OCCC(=O)NCCc2ccc(S(N)(=O)=O)cc2)cc1	-3	-7	-3	0.4	3	4	i	2	1	1

# Fetched by structure from the entries so far (2):
molecule	NadD block	CendR NRP1 mod	SKN-1 block	LMPTP block	DNMT1 inh	SUMO1-SIM PPI	Rpn11 block	MT1-MMP act inh	Scp-1 inhibitor	STEP block
CC(C)(C)c1ccc(OCCC(=O)NCCc2ccc(S(N)(=O)=O)cc2)cc1	-3	-7	-3	0.4	3	4	i	2	1	1
O=C(COC(=O)c1ccc(F)c(S(=O)(=O)N2CCOCC2)c1)NCc1ccco1	2	9	7	-0.5	1	-3	i	-1	5	-1

# The list goes on.
molecule	NadD block	CendR NRP1 mod	SKN-1 block	LMPTP block	DNMT1 inh	SUMO1-SIM PPI	Rpn11 block	MT1-MMP act inh	Scp-1 inhibitor	STEP block
CC(C)c1ccc(S(=O)(=O)c2ccc(NN)cc2)cc1	2	0	-7	3.0	-20	-1	i	6	-2	-1
O=C(NCC(c1ccc(F)cc1)N1CCOCC1)c1cccnc1Sc1ccc(Cl)cc1 (stereo not drawn)	0	-12	9	1.1	0	-1	i	-3	-8	-1
Cc1ccn2c(=O)c(C(=O)NCCC3=CCCCC3)c(O)nc2c1	3	1	-2	4.7	-1	1	i	1	-7	2
O=C(COC(=O)/C=C/c1ccc(Cl)cc1)NCCN1C(=O)CSC1=O	2	-4	4	1.0	-1	-10	i	3	-6	-2
CCN(CC)C1=NC=CC(c2ccccc2)=CC1C (stereo not drawn)	-5	-2	8	-3.1	2	1	i	-4	-8	1
O=[N+]([O-])c1ccc(Cl)c(-c2ccc(/C=N/n3cnnc3)o2)c1	1	-7	-1	3.6	7	-19	i	-1	62*	10
COC(=O)[C@@]12CCCCN1[C@H](c1ccc(-c3ccc4c(c3)OCO4)c(OC)c1)[C@@H]1C(=O)N(C)C(=O)[C@@H]12	-1	3	-10	1.1	-14	-3	i	-3	-5	-2
Cn1nc([N+](=O)[O-])nc1Oc1ccc2ccccc2c1	-6	6	8	-0.5	5	-24	i	0	-11	-4
CCN(CC)S(=O)(=O)c1ccc(C(=O)OCCNC(=O)c2cccnc2)cc1	1	0	0	-2.0	12	0	i	-2	-4	-2
COCCNC(=O)C(=O)c1c(-c2ccccc2)[nH]c2ccccc12	-6	0	-5	-1.2	0	1	i	2	-8	-2

# Additional compounds
molecule	NadD block	CendR NRP1 mod	SKN-1 block	LMPTP block	DNMT1 inh	SUMO1-SIM PPI	Rpn11 block	MT1-MMP act inh	Scp-1 inhibitor	STEP block
O=C(NCCc1ccccc1)c1nc2nc(-c3cccs3)cc(C(F)(F)F)n2n1	2	18	-36	0.6	-2	-3	i	-4	5	4
CCOC(=O)c1c(C)cc2c(CO)n[nH]c(=O)c2c1C	0	4	13	-1.5	0	6	i	-4	/	-2
O=C(Nc1cccc(Br)c1)C1CCCC1	-5	-10	-6	0.8	2	0	i	-4	-11	0
CCC1CCCCN1CCCNC(=O)Cn1c(=O)c2cccn2c2cccnc21 (stereo not drawn)	0	8	0	0.6	-2	-7	i	0	3	0
Cc1ccc(CNC(=O)C(NS(=O)(=O)c2cccc3nsnc23)C(C)C)cc1 (stereo not drawn)	0	6	4	-0.9	-1	-35	i	-4	-4	0
CC1CCCCC1N=CC1=C(O)CC(C)(C)CC1=O (stereo not drawn)	2	3	1	-1.4	1	0	i	-2	-4	-2
Cc1ccc(-n2nnnc2Sc2ccc(S(=O)(=O)NCCN(C)C)cc2[N+](=O)[O-])cc1	-5	-10	-17	-1.6	14	-30	i	-16	10	2
C#CCNC(=O)C1=C[C@H](c2ccccc2)C[C@H](OCCCCO)O1	0	2	-8	-0.2	-13	3	i	1	-6	-2
COc1ccc(CCN2C(=O)c3ccccc3C2c2nnnn2-c2c(C)cccc2C)cc1OC (stereo not drawn)	-6	12	-6	-1.3	/	6	/	1	/	/
Cc1ccc(C(=O)CC(=O)c2cccc(F)c2)c(O)c1	11	8	0	0.6	1	0	i	-6	-16	3
Cc1csc(SCC(=O)NC2CCCCC2)n1	-5	22	-16	-2.8	4	0	i	1	-13	-5
CCCNC(=O)c1cc2c(c(-c3cccc(-c4ccc(F)cc4)c3)n1)[C@@H](CCO)N(S(=O)C(C)(C)C)C2 (stereo partly drawn)	-13	10	14	0.6	-2	11	i	1	/	0
Cc1cccc2cc(=O)[nH]c(C)c12	7	-7	1	-1.2	2	-2	i	-1	-13	-3
